Compound activity: PubChem, The Scripps Research Institute Molecular Screening Center
TEAD-YAP inh: TEAD-YAP interaction inhibition; 1.4% of 640,000 active; inhibition, % at 9.12 µM; AID 1259422; HEK-TIYL cells, TEAD-Gal4/YAP UAS-luciferase luminescence; in the data active means inhibition above about 32%;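 further: 0% = median of test compound wells and 100% = reference inhibitor wells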
FBW7 act: activators of human E3 ligase FBW7 | AlphaScreen FBW7–phospho-cyclin E peptide binding, activator screen | normalized activity (activation), % at 26.1 µM | 0.13% of 650,000 active | AID 1259310; in the data active means normalized activity above about 1.9%;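 further: purified mutant Fbw7 with reduced substrate affinity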
MITF inh: blocks human microphthalmia-associated transcription factor. AlphaScreen MITF homodimerization, bead proximity signal. inhibition, % at 2.6 µM. 0.91% of 650,000 active. AID 1259374; in the data active means inhibition above about 50%;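 further: 0% = vehicle wells with protein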
Target sequence (O75030 whole entry, looked up): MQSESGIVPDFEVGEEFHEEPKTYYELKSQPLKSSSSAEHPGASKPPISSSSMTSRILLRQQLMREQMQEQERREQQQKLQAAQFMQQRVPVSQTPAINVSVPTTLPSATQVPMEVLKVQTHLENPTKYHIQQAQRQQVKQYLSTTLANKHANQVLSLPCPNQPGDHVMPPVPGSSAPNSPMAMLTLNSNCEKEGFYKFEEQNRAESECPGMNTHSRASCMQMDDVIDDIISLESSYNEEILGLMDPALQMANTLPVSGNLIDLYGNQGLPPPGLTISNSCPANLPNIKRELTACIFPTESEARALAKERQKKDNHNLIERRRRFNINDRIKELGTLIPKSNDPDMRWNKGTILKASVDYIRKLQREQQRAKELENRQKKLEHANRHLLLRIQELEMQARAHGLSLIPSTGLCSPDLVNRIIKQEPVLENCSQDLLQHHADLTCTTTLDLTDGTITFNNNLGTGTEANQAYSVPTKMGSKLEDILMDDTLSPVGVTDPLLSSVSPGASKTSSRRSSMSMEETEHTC
GPR151 ag: activates the human receptor GPR151; PathHunter beta-arrestin GPR151 cells, luminescence; activation, % at 11.2 µM; AID 1508602; 1% of 650,000 active; Q8TDV0; in the data active means activation above about 4.9%;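 further: 0% = median of compound wells and 100% = cells with positive control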
Target sequence (Q8TDV0 whole entry, looked up): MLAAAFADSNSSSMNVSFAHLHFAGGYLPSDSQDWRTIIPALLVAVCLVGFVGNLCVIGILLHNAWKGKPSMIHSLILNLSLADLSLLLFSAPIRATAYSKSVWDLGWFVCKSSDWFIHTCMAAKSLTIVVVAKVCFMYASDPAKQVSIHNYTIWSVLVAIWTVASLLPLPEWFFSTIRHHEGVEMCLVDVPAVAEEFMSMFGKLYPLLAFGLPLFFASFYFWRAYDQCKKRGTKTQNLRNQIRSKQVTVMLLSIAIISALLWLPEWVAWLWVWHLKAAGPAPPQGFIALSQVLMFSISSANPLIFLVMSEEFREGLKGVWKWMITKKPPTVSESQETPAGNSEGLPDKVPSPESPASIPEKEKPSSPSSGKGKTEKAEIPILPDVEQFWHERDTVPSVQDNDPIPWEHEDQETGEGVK
* marks the source's active call; other numbers are inactive results. Random draw from the library; about 3.5% have a hit in one of these screens.

(1) c1ccc(N2CCN(c3c4c(nc5nncn35)CCC4)CC2)cc1
(2) C/C(CC(=O)Nc1ccc(F)cc1)=N\NC(=O)c1ccccc1F
(3) Cc1cccc(C)c1N(CC(=O)Nc1ccc(F)cc1)S(C)(=O)=O
(4) CCCn1c(C)cn2c3c(=O)n(CCOC)c(=O)n(C)c3nc12
(5) Cc1nn(Cc2cccc3ccccc23)c(Cl)c1C=O
(6) COCCNC(=O)/C(C#N)=C\c1ccc(CNS(=O)(=O)c2ccccc2)o1
Compound	1	2	3	4	5	6
TEAD-YAP inh	4.6	-44.9	-0.7	6.6	1.5	3.0
FBW7 act	-0.1	0.1	-0.1	0.1	0.2	0.6
MITF inh	-5.7	1.1	-0.1	-5.7	0.5	-13.0
GPR151 ag	1.3	2.0	0.4	-0.7	0.3	1.1

(7) NC(=O)c1ccc(NC(=O)COc2ccccc2Cl)cc1
(8) CCCN1CCN(C(=O)c2sc3nc(C)nc(N(C)c4ccc(C(C)C)cc4)c3c2C)CC1
(9) Cc1ccccc1CSc1nc2ccccc2c(=O)n1Cc1ccccc1
(10) CC(=O)c1ccc(NC(=O)c2cc(S(=O)(=O)N3CCOCC3)ccc2C)cc1
(11) Cc1cc(C)c(C#N)c(N2CCSCC2)n1
(12) CCCNc1cc(NCCN2CCOCC2)ncn1
Compound	7	8	9	10	11	12
TEAD-YAP inh	-3.6	3.5	-6.0	-7.2	-12.3	7.2
FBW7 act	-0.1	0.1	0.0	-0.4	0.0	-0.1
MITF inh	0.2	2.8	-13.8	-0.2	-0.9	9.6
GPR151 ag	1.5	-0.3	-1.2	-0.9	0.6	1.1

(13) Cc1ccc(C)n1NC(=O)c1ccc(Cl)cc1Cl
(14) Cc1ccc(C(=O)NNC(=O)c2ccccc2F)cc1S(=O)(=O)N1CCCCC1
(15) CC(=O)N1CCSc2cc(S(=O)(=O)NC3CCCCCC3)ccc21
(16) NC(=O)CSc1nc(C2CC2)nc2sc3c(c12)CCCC3
(17) Cc1ccc(/C=C2\N=C(c3ccc(F)cc3)OC2=O)o1
(18) Cc1ccc(-n2nnnc2CNC(=O)NCc2cccc3ccccc23)cc1
Compound	13	14	15	16	17	18
TEAD-YAP inh	5.2	-1.4	21.3	-55.0	3.8	5.2
FBW7 act	-0.1	-0.1	0.2	-0.2	0.0	0.2
MITF inh	1.9	5.7	-2.8	-1.3	9.7	1.7
GPR151 ag	0.5	-0.8	-1.5	-0.1	1.4	1.4

(19) CCc1nnc2sc(-c3ccc(NC(=O)COc4ccccc4[N+](=O)[O-])cc3)nn12
(20) COC(=O)Cn1cnc2sc3c(c2c1=O)CCCC3
(21) CC(NC(=O)CN1N=C(c2ccccc2)Cn2c(cc3ccccc32)C1=O)c1ccccn1 (stereo not drawn)
(22) O=C(NC1CCN(Cc2ccccc2)CC1)c1cc(NCc2cccnc2)nc2ccccc12
(23) C=CCNCCOCCOc1ccc(C)cc1Br
(24) COc1cccc(/C=C2/C(=O)N(c3ccc(Cl)c(Cl)c3)N=C2C)c1O
Compound	19	20	21	22	23	24
TEAD-YAP inh	1.8	-22.4	13.3	-1.5	-19.7	-3.2
FBW7 act	0.9	0.0	0.0	0.3	0.1	0.3
MITF inh	8.5	10.7	3.4	11.4	59.9*	22.9
GPR151 ag	-1.3	-0.2	1.0	-1.0	-0.3	-1.1

(25) CCN(CC)S(=O)(=O)c1ccc(OC)c(Cl)c1Cl
(26) CCC[C@@H]1NC(=O)[C@@H]2C[C@H](NC(=O)c3cnn(-c4ccccc4)c3C(F)(F)F)CN2C1=O
(27) CSc1sc(SC)c(CO)c1C=O
(28) Cc1cc(C)nc(N/N=C/c2cc(Br)cc(Br)c2O)n1
(29) Cc1ccccc1CNCc1c(C(=O)O)c(C)n(Cc2cccc(Cl)c2)c1C
(30) CC(=O)Nc1ccc(C(=O)Nc2ccc(C)cc2)cc1
Compound	25	26	27	28	29	30
TEAD-YAP inh	-10.6	-5.5	12.9	13.4	-5.8	-16.8
FBW7 act	0.0	-0.1	0.1	-0.8	-0.1	0.0
MITF inh	-16.1	-7.7	14.6	50.4	14.7	10.8
GPR151 ag	0.1	0.2	-0.1	-1.8	-0.7	-1.1

(31) CC1CC(C)CN(CCCNS(=O)(=O)c2cccc3cccnc23)C1 (stereo not drawn)
(32) O=C(N/N=C/C=C/c1ccc([N+](=O)[O-])cc1)c1cccs1
(33) CCN1CCN(C(=O)c2c[nH]c3ccc(S(=O)(=O)N4CCOCC4)cc3c2=O)CC1
(34) COc1ccc2c(c1)c(=O)c1ccccc1n2CC(=O)Nc1ccc(C)c(Cl)c1
(35) Cc1cnc(Oc2ccccc2)nc1NCCN1CCOCC1
(36) O=C(CSc1ncccn1)N1CCN(c2ccccc2F)CC1
Compound	31	32	33	34	35	36
TEAD-YAP inh	3.2	-24.9	-4.0	10.9	5.9	-5.9
FBW7 act	0.2	-0.2	-0.2	0.0	0.1	0.2
MITF inh	0.2	-0.7	9.0	1.5	23.7	7.2
GPR151 ag	-1.5	-1.3	0.1	-0.7	-1.5	-0.6

(37) CCC1Sc2cc(S(=O)(=O)CCC(=O)Nc3cc(C)cc(C)c3)ccc2NC1=O (stereo not drawn)
(38) COCC(=O)Oc1ccc(C(=O)Nc2ccc(C)cc2C)cc1
(39) CCCN(CCC)C(=O)c1c[nH]c2ccc(S(=O)(=O)N(C)c3ccc(Cl)cc3)cc2c1=O
(40) c1ccc(C(CCNc2ncnc3[nH]ncc23)c2ccccc2)cc1
(41) Cc1ncsc1C(=O)N[C@H](Cn1nc(-c2ccc(F)c(F)c2)ccc1=O)C(C)C
(42) Cc1nnc(SCC(=O)Nc2sccc2C#N)s1
Compound	37	38	39	40	41	42
TEAD-YAP inh	16.4	-48.5	12.7	-0.5	7.6	-9.5
FBW7 act	0.3	0.0	-0.1	0.1	0.4	0.1
MITF inh	2.2	-1.8	3.6	-0.8	-3.4	-8.1
GPR151 ag	0.7	-1.2	0.1	-0.1	-1.4	-4.5

(43) Oc1ccc(/C=N/Nc2cc(N3CCCCC3)nc(N3CCCCC3)n2)cc1O
(44) O=C(Nc1ccc(Cl)cc1)Nc1ccc2c(c1)CCCN2C(=O)C1CC1
(45) O=C(O)CCN1CCCCC1
(46) CCOC(=O)c1c(C=O)c(C)n(Cc2cccc(Cl)c2)c1C
(47) CCc1ccc(NC(=O)Cn2cccc2)cc1
(48) CCOC(=O)c1cc(S(=O)(=O)Nc2ccc(OC)c(Cl)c2)cn1C
Compound	43	44	45	46	47	48
TEAD-YAP inh	-0.1	18.2	0.5	-14.8	-26.3	9.9
FBW7 act	-0.2	-0.1	0.1	-0.2	0.1	0.2
MITF inh	-5.5	-0.1	-5.0	-14.4	5.1	7.2
GPR151 ag	-0.6	0.2	-0.1	0.1	0.0	0.6

(49) COc1ccccc1OCCCOc1ccc(C)cc1OC
(50) N#Cc1c(NC(=O)CSc2ncnc3ccccc23)sc2c1CCC2
(51) COC(=O)c1ccc(CN2CCc3nnc(CNC(=O)C4CCCN(C)C4)n3CC2)cc1 (stereo not drawn)
(52) COc1cc([N+](=O)[O-])cc2c1OC1(C=C2)N(C)c2ccc3ccccc3c2C1(C)C (stereo not drawn)
(53) O=c1/c(=C/c2ccc(Br)cc2)sc2nc3ccccc3n12
(54) CCN(CC)CCNc1ccnc2cc3ccccc3cc12
Compound	49	50	51	52	53	54
TEAD-YAP inh	-37.0	4.5	-5.6	24.2	4.4	-9.3
FBW7 act	-0.1	-0.1	0.1	0.0	0.0	0.0
MITF inh	1.7	-0.8	11.1	18.5	17.6	5.0
GPR151 ag	-1.1	-0.2	-0.3	1.0	-0.1	-0.1

(55) NC(=O)C1CCN(c2ncnc3c2c(-c2ccccc2)cn3-c2ccccc2)CC1
(56) CCCN1C(=O)/C(=C/c2cc(OC)c(O)cc2Br)NC1=S
(57) CCOC(=O)c1sc2ncn(CC(=O)N3CCOCC3)c(=O)c2c1C
(58) Cc1ccc(C)c(NC(=O)COC(=O)c2ccc3c(c2)S(=O)(=O)c2ccccc2C3=O)c1
(59) COC(=O)c1c(NC(=O)COc2ccccc2[N+](=O)[O-])sc(C)c1C
(60) Cc1ccc(OCC(=O)N/N=C/c2ccc(O)c(I)c2)c(C)c1
Compound	55	56	57	58	59	60
TEAD-YAP inh	-0.6	13.3	4.4	1.4	-12.1	-3.7
FBW7 act	-0.1	-0.1	-0.1	0.1	-0.3	0.0
MITF inh	-8.7	4.0	-7.1	5.8	-2.4	-6.2
GPR151 ag	-0.6	-0.3	-1.7	-0.2	1.0	2.4

Numbers 51 to 60, quoted:
(51) COC(=O)c1ccc(CN2CCc3nnc(CNC(=O)C4CCCN(C)C4)n3CC2)cc1 (stereo not drawn)
(52) COc1cc([N+](=O)[O-])cc2c1OC1(C=C2)N(C)c2ccc3ccccc3c2C1(C)C (stereo not drawn)
(53) O=c1/c(=C/c2ccc(Br)cc2)sc2nc3ccccc3n12
(54) CCN(CC)CCNc1ccnc2cc3ccccc3cc12
(55) NC(=O)C1CCN(c2ncnc3c2c(-c2ccccc2)cn3-c2ccccc2)CC1
(56) CCCN1C(=O)/C(=C/c2cc(OC)c(O)cc2Br)NC1=S
(57) CCOC(=O)c1sc2ncn(CC(=O)N3CCOCC3)c(=O)c2c1C
(58) Cc1ccc(C)c(NC(=O)COC(=O)c2ccc3c(c2)S(=O)(=O)c2ccccc2C3=O)c1
Compound	51	52	53	54	55	56	57	58
TEAD-YAP inh	-5.6	24.2	4.4	-9.3	-0.6	13.3	4.4	1.4
FBW7 act	0.1	0.0	0.0	0.0	-0.1	-0.1	-0.1	0.1
MITF inh	11.1	18.5	17.6	5.0	-8.7	4.0	-7.1	5.8
GPR151 ag	-0.3	1.0	-0.1	-0.1	-0.6	-0.3	-1.7	-0.2

(59) COC(=O)c1c(NC(=O)COc2ccccc2[N+](=O)[O-])sc(C)c1C
(60) Cc1ccc(OCC(=O)N/N=C/c2ccc(O)c(I)c2)c(C)c1
Compound	59	60
TEAD-YAP inh	-12.1	-3.7
FBW7 act	-0.3	0.0
MITF inh	-2.4	-6.2
GPR151 ag	1.0	2.4

Additional compounds.
(61) CCOC(=O)c1sc(NC(=O)c2ccc(S(=O)(=O)N3CCCC3)cc2)c(C(=O)OCC)c1C
(62) CC1(C(=O)N/N=C/c2cccnc2)CC1(Br)Br (stereo not drawn)
(63) COC(=O)C1=C(C)N(c2ccc([N+](=O)[O-])cc2)C(=O)C1
(64) CC(=O)Nc1ccc(NS(C)(=O)=O)c([N+](=O)[O-])c1
(65) COc1cccc(NC(=O)CSc2nnc3[nH]c(=O)c(C)nn23)c1
(66) CC(C)CC(NC(=O)Cc1cccs1)c1nc2cccnc2n1C (stereo not drawn)
Compound	61	62	63	64	65	66
TEAD-YAP inh	-0.1	2.2	-8.0	-0.5	-6.2	-5.3
FBW7 act	-0.1	0.0	-0.1	0.0	0.5	-0.1
MITF inh	6.2	12.8	-1.2	-3.0	-5.4	1.6
GPR151 ag	0.3	-1.2	-0.5	0.7	0.9	-0.9

(67) COc1ccc(C(=O)NNC(=O)Cc2ccc(Cl)cc2)cc1
(68) CCN(Cc1c(C)[nH]c2ccccc2c1=O)C1CCCCC1
(69) Cn1ncc2c(NCCO)nc(N3CCN(Cc4ccccc4)CC3)nc21
(70) CC(C)Oc1ccccc1OCCOCCN(C)CCO
(71) C=CCN1C(=O)CN=C1Nc1ccc(Cl)cc1
(72) COc1ccc(Cl)cc1C(=O)NNS(=O)(=O)c1ccc(Cl)s1
Compound	67	68	69	70	71	72
TEAD-YAP inh	-0.9	-2.5	9.9	10.4	6.6	-0.7
FBW7 act	-0.1	0.0	-0.1	0.3	-0.2	0.0
MITF inh	-7.5	16.6	6.2	44.1	3.5	4.5
GPR151 ag	0.1	0.3	1.0	0.0	-0.1	-1.1

(73) Cc1ccc(S(=O)(=O)N(C)CC(=O)N2CCc3ccccc3C2)cc1
(74) Cc1cccnc1NC(=O)Cn1ncc2c1-c1ccccc1OC2
(75) O=C(Nc1ccc(NC(=O)c2ccc([N+](=O)[O-])o2)cc1)c1ccc(Br)cc1
(76) O=C(Nc1ccc2oc(-c3ccc(Cl)cc3Cl)nc2c1)c1ccc(Cl)cc1Cl
(77) COc1cc(/C=C2/C(=N)N3N=C(C(F)(F)F)SC3=NC2=O)ccc1OCCOc1cc(C)ccc1C(C)C
(78) COc1ccc(/C=C/C(=O)Nc2ccc(C)c([N+](=O)[O-])c2)cc1
Compound	73	74	75	76	77	78
TEAD-YAP inh	2.0	1.2	5.7	-1.8	11.8	-8.2
FBW7 act	0.0	-0.1	-0.2	0.1	0.1	0.0
MITF inh	10.0	-0.2	-0.9	4.3	-1.8	-1.1
GPR151 ag	0.6	-0.4	0.1	3.0	0.5	-0.4

(79) Cc1nc2n(CC(=O)c3ccccc3)c3ccccc3n2n1
(80) O=C(NCc1ccccc1)c1ccc2nc(NCCCN3CCCC3=O)sc2c1
(81) O=C(OC1CCOC1=O)c1cncc(Br)c1 (stereo not drawn)
(82) CCOC(=O)c1ccc(NS(=O)(=O)c2c(C)noc2C)cc1
(83) COc1ccc(-c2nn(-c3ccccc3)cc2C(=O)Nn2cnnc2)cc1OC
(84) COc1ccc(CCN(C)C(=O)CN2C(=O)NC(C)(c3ccccc3)C2=O)cc1OC (stereo not drawn)
Compound	79	80	81	82	83	84
TEAD-YAP inh	7.0	-38.5	3.0	2.2	-1.9	-3.8
FBW7 act	-0.2	-0.1	0.8	-0.1	-0.2	0.1
MITF inh	-0.6	-6.7	3.6	0.7	1.5	-2.9
GPR151 ag	-0.7	-1.8	-1.1	-0.6	0.2	1.0
